A549 tox = counter-screen for Nrf2 inhibitors: cytotoxicity in A549 cells; A549 ARE-Fluc cells, CellTiter-Fluor viability, 18-24 h; Potency, µM (doses to about 46 µM), for the others: top-dose activity change, negative = cytotoxicity, most hits filed as inhibitors; hit rate 0.16% among 390,000; AID 504648; note: potency is the fitted concentration of half-maximal effect; % is set by controls: 0 for no effect and ±100 for the full control effect
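A549 ARE_Fluc cells in 5% FBS OPTI-MEM were exposed to compounds in concentration-response for 18-24 h at 37 deg C. Viability was read by CellTiter-Fluor fluorescence (Ex 405/Em 525) after 30 min, before the luciferase read.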
HepG2 tox = kills HepG2 cells in TGF-b inhibitor counter-screen | hit rate 0.76% among 410,000 | HepG2 CAGA-GFP viability, ATP luminescence, 18 h | Potency, µM (highest dose often 46.1 µM), without a hit: at the highest dose activity change, negative = cytotoxicity, most hits filed as cytotoxic | AID 588856; note: potency is the fitted concentration of half-maximal effect; some results filed as inactive show a strong effect at the top dose
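HepG2 CAGA-GFP cells (1000/well, DMEM with 1% FBS) received compound, then TGF-beta at 500 pg/mL final, and were incubated 18 hours at 37 degrees C. Viability was read by CellTiter-Glo luminescence. Media-only wells were set as complete cell-killing and DMSO as no toxicity.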
S2 tox = viability counter-screen for ATXN expression inhibitors; S2 cells (HEK-293 line with an ATXN2-luciferase reporter) viability, CellTiter-Fluor protease fluorescence, 24 h; Potency, µM (series often up to 56.7 µM), actives largely listed as cytotoxic; hit rate 0.49% among 400,000; note: potency is the fitted concentration of half-maximal effect; nearly all actives have a fitted effect of over 40% in size
MCF10A rerep = DNA re-replication induction in MCF 10a cells | MCF 10A DNA re-replication, Hoechst nuclear intensity, 48 h | Potency, µM (doses to about 46.1 µM), inactives show top-dose activity, positive = re-replication, hits mostly activators | hit rate 2.9% among 350,000; note: potency is the fitted concentration of half-maximal effect; % of control where 0% means no effect; nearly all actives have a fitted effect of over 50% in size
TGFb SMAD3 inh = inhibitors of TGF-b signaling. Potency, µM (series often up to 46.1 µM), for inactives: at the highest dose activity, negative = inhibition, most hits filed as inhibitors. AID 588855. HepG2 CAGA-GFP TGF-b/SMAD3 reporter, GFP fluorescence, 18 h; TGF-beta stimulated, 500 pg/mL final. hit rate 1.2% among 410,000; note: potency is the fitted concentration of half-maximal effect; % is set by controls: 0 for no effect and ±100 for the full control effect; nearly all actives have a fitted effect of over 65% in size
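HEPG2 CAGA-GFP, 1000 cells/well; 2 h settle, 37 C; cpd via pin tool; TGF-b 500 pg/mL final; 18 h, 37 C; GFP imaging ex488/em500-530; %Activity normalised to -TGF-b and +DMSO controls; CRC fit, curve class.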
ATXN2 expr inh = inhibitors of ATXN2 expression; hit rate 0.72% among 360,000; Potency, µM (series often up to 57 µM), without a hit: at the top dose activity change, negative = inhibition, usual class: inhibitors; AID 1745845; HEK-293 ATXN2-luciferase reporter, luminescence, 24 h; note: potency is the fitted concentration of half-maximal effect; % is set by controls: 0 for no effect and ±100 for the full control effect; nearly all actives have a fitted effect of over 55% in size
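ATXN2-luciferase reporter cells (luciferase flanked by upstream and downstream ATXN2 gene portions) were treated 24 h at 37 °C with compounds at up to 57 uM. SteadyGlo luminescence gave expression; GF-AFC fluorescence gave viability.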
IL1B secr inh = blocks inflammasome-driven IL-1 beta release; hit rate 4.7% among 360,000; activity change, % at 57.5 µM; THP-1 LPS/ATP IL-1B secretion, AlphaLISA, 16 h; active compounds read low; in the data active = activity change below about -50%; inconclusive = mostly about -30% to -49%; note: % is set by controls: 0 for no effect and ±100 for the full control effect
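Secreted IL-1B measured by AlphaLISA bead assay after 16 h compound exposure of THP-1 cells; compounds (final up to 57.5 uM) added 1 h before LPS (250 ng/mL) and ATP (1.25 mM) stimulation; lower signal means less secretion.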
Nrf2 activator = Nrf2 pathway activation. AREc32 ARE-luciferase reporter (MCF7-derived line), luminescence, 24 h. Potency, µM (highest dose often 46.1 µM), for inactives: at the highest dose activation, usual class: activators. hit rate 0.31% among 410,000. AID 624171; note: potency is the fitted concentration of half-maximal effect; % of control where 0% means no effect; nearly all actives have a fitted effect of over 65% in size
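Quantitative high-throughput format: AREc32 reporter cells, 1000 per well, received compound by pin transfer and were incubated 24 hr at 37 deg C, 5% CO2, before Steady-Glo luminescence detection.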
Nrf2 block = blocks Nrf2 signaling; A549 ARE-Fluc reporter, luciferase luminescence, 18-24 h; Potency, µM (titrated, usually from 46 µM), inactives show at the highest dose activity change, negative = inhibition, actives largely listed as inhibitors; hit rate 2.1% among 360,000; note: potency is the fitted concentration of half-maximal effect; % is set by controls: 0 for no effect and ±100 for the full control effect; nearly all actives have a fitted effect of over 60% in size
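A549 ARE_Fluc cells, 5000/well, 5% FBS OPTI-MEM; compounds in dose-response, 18-24 h at 37 °C/5% CO2; CellTiter-Fluor viability read (Ex 405/Em 525), then BugLite luciferase luminescence = Nrf2 activity.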
* marks the source's active call; other numbers are inactive results; i = inactive; u = inconclusive; x = no result given; & = joins results of further samples; [ ] = another dose, or the depositor's remark. Unless noted, calls come from the whole dose curve; as a rule, active = well fitted curve in the direction sought with a large enough effect; inconclusive = small, poorly fitted or top-dose-only effect, or another doubt; inactive = no such curve, though single readings can be large; an effect the other way counts as inactive or inconclusive.

SMILES,A549 tox,HepG2 tox,S2 tox,MCF10A rerep,TGFb SMAD3 inh,ATXN2 expr inh,IL1B secr inh,Nrf2 activator,Nrf2 block
Cc1ccc(S(=O)(=O)NCCc2csc3nc(-c4ccccc4F)nn23)cc1C,u,-2.1%,u,x,-16.4%,-16.7%,x,7.3%,x
Cc1cc(C)cc(NC(=S)/C(=C(\[O-])c2ccc(Cl)s2)[n+]2cccc(C)c2)c1,-18.0%,-2.4%,i,-6.1%,-32.3%,-20.0%,-11.9,3.4%,-9.0%
Cc1ccc(NC=C(S(=O)(=O)c2ccccc2)S(=O)(=O)c2ccccc2)cc1,7.3%,-1.9%,i,2.2%,-2.3%,0.5%,-1.8,0.5%,11.0%
Cc1ccc(S(=O)(=O)NCCC(=O)NCc2ccc3c(c2)OCO3)cc1C,-4.8%,2.0%,i,11.1%,-1.4%,7.4%,-8.6,0.0%,23.0%
CCOC(=O)c1c(C)nc2c(c(SC)nn2-c2ccccc2)c1N,11.2%,-5.8%,i,u,-4.0%,-12.5%,u,0.3%,-15.3%
Cn1cnc2c(=O)[nH]cc([N+](=O)[O-])c21,-3.7%,11.3%,i,0.0%,2.3%,x,33.1,0.5%,-4.8%
CCCCSc1nc2[nH]ncc2c(=O)[nH]1,4.9%,2.7%,i,-3.0%,7.6%,-0.3%,19.8,-0.7%,-10.9%
Cc1cc2c(OCC(O)CNC(C)(C)C)cccc2[nH]1 (stereo unspecified),3.6%,0.9%,i,-7.7%,u,-7.9%,12.6,0.5%,x
CCC(CC)C(=O)OCc1cc(=O)n2nc(C3CC3)sc2n1,2.3%,13.9%,i,x,0.7%,0.6%,x,3.9%,u
C#CCNC(=O)C1=C[C@@H](C2CC2)C[C@@H](OCCCCO)O1,11.3%,-2.1%,i,31.4%,u,1.3%,-2.4,-0.9%,-2.0%
O=C(CNC(=O)c1sc2ccccc2c1Cl)NCc1cccc(C(F)(F)F)c1,-13.5%,-3.3%,i,u,-11.3%,-25.4%,8.8,0.7%,u
Cc1ccc(NC(=O)CN(C)C(=O)CSc2ccc3c(c2)OCCO3)cc1,-9.4%,2.6%,i,0.6%,0.9%,10.8%,0.0,3.4%,8.0%
Clc1cccc(Cl)c1-c1nnc2cccc(Cl)n12,8.4%,-30.7%,i,-0.4%,-1.1%,-2.5%,u,2.4%,2.4%
Cc1ccc(S(=O)(=O)N(C)c2cc(S(=O)(=O)N3CCC(C)CC3)c(C)cc2C)cc1,16.5%,-2.4%,i,u,-26.7%,-13.7%,-10.4,2.2%,x
COCCn1c(SCC(=O)N(C)c2ccccc2)nc2c([nH]c3ccccc32)c1=O,-4.8%,3.5%,i,9.4%,65.4%[activator],-2.0%,81.4,-0.5%,-6.8%
O=C(Nc1ccc2c(c1)OCCO2)c1oc2ccccc2c1NC(=O)C1CC1,-7.9%,-2.0%,i,-0.2%,20.7%,-2.2%,-1.6,0.6%,u
CCOC(=O)N1CCC(Nc2c(NCCCN(CC)Cc3ccccc3)c(=O)c2=O)CC1,-3.4%&-6.2%,-6.4%&-5.1%,i,7.7%&-2.6%,8.9%&-11.4%,-9.2%&-3.1%,8.2&20.5,-0.8%&-0.2%,2.0%&6.2%
Cc1cnc(C(=O)NC(C)CCc2ccccc2)cn1 (stereo unspecified),4.5%,1.8%,x,-17.4%,8.9%,-5.6%,0.0,0.0%,-0.7%
CCN(C)C1CN(Cc2cn(Cc3cccc(C(F)(F)F)c3)nn2)S(=O)(=O)C1 (stereo unspecified),x,x,i,x,x,15.2%,-19.8,0.2%,x
C#CCOCCOCCOCCNc1nc(N2CCN(C(=O)CCCCCCCCCCNC(=O)Cn3cc(C[C@@H](C)O)nn3)CC2)nc(N2CCN(C(=O)CCCCCCCCCCNC(=O)[C@H](CCCN=C(N)N)n3cc(C[C@@H](C)CC)nn3)CC2)n1,-13.3%,-50.9%,20µM*,14.3%,14.1µM*,u,-96.9*,-0.5%,-19.2%
CCOc1ccccc1-n1c(=S)sc2c(=O)n(-c3ccc(F)cc3)c(SCC(=O)O)nc21,1.6%,0.9%,i,0.8%,0.0%,-3.8%,17.5,0.4%,9.4%
Cc1cc(C)c(C)c(S(=O)(=O)NCc2ccc(C(=O)N3CCCCC3)cc2)c1C,-12.2%,6.3%,u,-8.2%,-8.6%,0.9%,-4.4,-0.8%,-9.8%
Cc1cc(C(=O)CSc2nnnn2-c2ccccc2)c(C)n1CC1CCCO1 (stereo unspecified),-0.4%,-16.1%,i,0.8%,2.1%,41.1%[activator],21.2,0.2%,u
Cn1c(=N)n(CC(=O)C(C)(C)C)c2ccccc21,2.6%,-5.8%,i,u,u,20.2%,-7.6,6.5%,x
COC(=O)c1cnn(-c2ccc(Cl)cc2)c1/C=N/NC(N)=S,u,-0.7%,u,-0.1%,0.0%,-22.2%,-95.0*,-0.3%,u
Cc1cc(OCC(O)CN2CCc3ccccc3C2)cc(C(C)C)c1 (stereo unspecified),0.2%,-78.2%,i,u,u,x,u,-1.1%,5.9%
O=C(Nc1ccc2c(c1)OCCO2)N1CCN(c2ccccc2)CC1,1.3%,-17.4%,x,9.3%,0.0%,x,14.3,0.7%,-17.4%
COC(=O)C1=C(NC(=O)c2ccccc2C)CCS1,2.6%,-22.9%,i,4.3%,u,3.4%,3.4,-0.2%,-3.5%
CCc1nc(N2CCN(S(C)(=O)=O)CC2)c2c3c(sc2n1)CCCC3,-0.5%,-16.3%,u,8.2%,-20.8%,-22.3%,-4.7,0.2%,-7.1%
CCN(CC(=O)NCc1cccs1)CC(=O)Nc1ccc(C(N)=O)cc1,3.4%,3.8%,i,-5.6%,2.5%,6.1%,-9.3,-0.4%,-7.0%
COc1cc(/C=C2\SC(=O)N(c3cccc(Cl)c3)C2=O)cc([N+](=O)[O-])c1O,13µM*,-10.8%,i,-5.9%,-13.0%,-5.5%,0.0,-1.0%,u
NS(=O)(=O)c1ccc2nc(NC(=O)CS(=O)(=O)c3ccccc3)sc2c1,-0.8%,1.5%,i,-2.4%,-8.0%,7.9%,-3.6,-0.8%,1.3%
CCC(=O)Nc1ccc(C(=O)NNC(=O)c2cccs2)cc1,3.0%,4.5%,i,-0.2%,-7.9%,6.2%,-5.7,0.3%,8.5%
CCOC(=O)c1cc(-c2csc(COc3ccccc3)n2)on1,-1.1%,-41.0%,i,5.6%,-24.0%,x,15.8,0.2%,2.3%
Cc1cc(C)cc(NC(=O)COC(=O)Cn2cnc3c2c(=O)n(C)c(=O)n3C)c1,0.0%,-13.3%,i,2.1%,-10.9%,-5.4%,7.2,-0.1%,4.0%
COCC(C)n1c(SCC(=O)NCCC2=CCCCC2)nc2ccccc2c1=O (stereo unspecified),-11.9%,-3.3%,i,8.2%,0.0%,u,36.6,-0.1%,-0.2%
CN1CCN(CCNC(=O)c2ccc(CS(=O)c3ccc(Br)cc3)o2)CC1 (stereo unspecified),x,-1.9%,i,x,-17.2%,x,17.4,-0.6%,x
COC(=O)c1ccc(NC(=S)Nc2ccccc2)cc1,0.6%,-4.7%,i,-1.9%,-7.9%,21.9%,-1.7,-0.6%,4.8%
CCn1c(SCC(=O)N2CCN(C(=O)c3ccco3)CC2)nnc1C(C)C,0.6%,16.6%,i,u,3.1%,1.6%,17.5,-0.4%,-4.6%
CC(C)CCNC(=O)c1ccc(Cn2c(=O)c3cccn3c3cccnc32)cc1,8.5%,-11.8%,x,x,-2.1%,x,x,0.0%,7.1%
CCOc1cc(C(=O)Nc2ccon2)cc(OCC)c1OCC,-22.8%[1.84 µM],-1.5%,i,-3.0%,10.3%,6.3%,-9.4,-0.5%,3.6%
O=C(Nc1ccc(F)cc1)C1CCN(C(=O)c2ccc(F)cc2)CC1,-0.1%,-3.5%,i,7.3%,-10.1%,-6.3%,2.2,-1.2%,-2.0%
COc1cc(F)c(C2=CC(=O)C[C@H](c3ccc(Cl)cc3)C2)cc1F,0.4%,-2.3%,i,-2.3%,u,0.0%,-10.5,5.3%,2.0%
CCOc1ccccc1C(=O)NCc1ccc2c(c1)CCN2C(C)=O,-19.2%,1.7%,x,x,1.0%,x,x,20.5%,x
ON1C(c2ccccc2C(F)(F)F)N(O)[C@H]2CCCC[C@H]21 (stereo partly specified),3.5%,12.9%,i,4.3%,u,3.9%,12.1,0.2%,4.9%
CCCCC(=O)N/N=C(C)/C=C/c1ccccc1F,0.1%,1.2%,i,-3.1%,-11.9%,x,u,-0.3%,2.0%
Cc1ccc(-n2nc3c(=O)n(C(C)C(=O)NC4CC4)nc(C)c3c2C)cc1 (stereo unspecified),0.0%,-12.7%,i,1.2%,-0.3%,-5.5%,11.4,-0.1%,-22.5%
CCC(OC(=O)C(NC(=O)c1ccccc1)c1ccccc1)C(=O)Nc1cc(C)on1 (stereo unspecified),9.8%,-3.2%,i,5.8µM*,-5.8%,6.7%,17.9,0.4%,u
Cc1ccc(NC(=O)C2CCN(S(=O)(=O)c3ccc4c(c3)C(C)(C)C(=O)N4C)CC2)c(C)c1,-0.8%,-6.0%,i,7.0%,-6.7%,-6.1%,2.2,-0.2%,-23.5%
CCC(=O)N(C)CCc1cc2c(c(OC)c1/C=N/NC(=O)c1ccncc1)OCO2,-1.6%,-1.3%,i,-7.3%,6.1%,-29.2%,-8.9,0.1%,23.4%

Random draw from the library. About 8.8% of those tested had a hit in this group.
